Source: PubChem BioAssay (National Center for Advancing Translational Sciences (NCATS))
Pf growth 96h = P. falciparum growth inhibition at 96 hours; Potency, µM (doses to about 28.7 µM), for the others: at the highest dose activity change, negative = inhibition, most hits filed as inhibitors; P. falciparum luciferase reporter growth, 96 h; 320,000 compounds, 6.9% hits; further: potency means the concentration at half of the fitted maximal effect; on the % scale 0 is the no-effect control and ±100 the full control effect
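Delayed-death screen, second-generation endpoint: infected erythrocytes, 2% hematocrit, 0.05% parasitemia final; 96 hours at 37 C, 5% CO2; luciferase detection reagent; luminescence decrease equals reduced growth.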
Pf growth 48h = inhibits P. falciparum growth in the first generation, 48 h. 310,000 compounds, 5.9% hits. AID 504832. Potency, µM (top dose mostly 28.7 µM), without a hit: at the top dose activity change, negative = inhibition, hits mostly inhibitors. P. falciparum luciferase growth in erythrocytes, 48 h; further: potency means the concentration at half of the fitted maximal effect; on the % scale 0 is the no-effect control and ±100 the full control effect
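Erythrocytes infected with P. falciparum carrying an integrated firefly luciferase reporter (2% hematocrit, 0.1% parasitemia final) were exposed to compounds in RPMI 1640 with 0.5% Albumax at 37 C, 5% CO2. Growth inhibition was scored as reduced luminescence.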
TbPYK inhibitor = T. brucei pyruvate kinase inhibition | Q57TT1 | TbPYK enzyme, Kinase-Glo Plus ATP luminescence, 45 min | Potency, µM (titrated, usually from 76.8 µM), without a hit: at the highest dose activity, negative = inhibition, actives largely listed as inhibitors | 410,000 compounds, 0.12% hits | AID 624173; further: potency means the concentration at half of the fitted maximal effect; on the % scale 0 is the no-effect control and ±100 the full control effect; nearly all actives have a fitted effect of over 50% in size
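Enzyme and substrate buffer are dispensed first and compound is pin-transferred. ADP at 130 uM final then starts the reaction, which runs 45 min at room temperature. Detection reagent is added for 10 min before luminescence is imaged.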
Shiga inhibitor = blocks Shiga toxin action in Vero cells; Vero cells, Shiga toxin protein synthesis inhibition reporter; inhibition, % at 38.7 µM; 290,000 compounds, 9.2% hits; AID 2315; in the data active means inhibition mostly above about 28%, no sharp cut-off; inactive means mostly below about 43%; further: 0% is about no effect
HCV inhibitor = inhibitors of hepatitis C virus infection; 340,000 compounds, 3.4% hits; AID 651820; Potency, µM (titrated, usually from 41.8 µM), for the others: top-dose activity change, negative = inhibition, hits mostly inhibitors; Huh7.5.1 HCVcc-Cre infection, luciferase reporter, 44 h; further: potency means the concentration at half of the fitted maximal effect; on the % scale 0 is the no-effect control and ±100 the full control effect
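Seed cells (1,000/well) for 4 h; treat with compound and infect with HCVcc-Cre, moi about 0.5. Incubate 44 h, then detect luciferase activity.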
Cycloheximide cs = counter-screen hit for Shiga toxin inhibitors, cycloheximide | cell reporter, cycloheximide protein synthesis inhibition counterscreen | max response, % | 300,000 compounds, 12% hits; in the data active means max response mostly above about 13%, no sharp cut-off; inactive means mostly below about 14%; further: read at 38.3 µM for the half of the compounds with a filed dose; 0% is about no effect
LmPK inhibitor = inhibitors of Leishmania mexicana pyruvate kinase | purified LmPK, Kinase-Glo ATP luminescence, 1 h | Potency, µM (titrated, usually from 57.5 µM), for the others: top-dose activity change, negative = inhibition, most hits filed as inhibitors | 290,000 compounds, 0.37% hits | AID 1721; further: potency means the concentration at half of the fitted maximal effect; on the % scale 0 is the no-effect control and ±100 the full control effect
Target sequence (Q27686 whole entry, looked up): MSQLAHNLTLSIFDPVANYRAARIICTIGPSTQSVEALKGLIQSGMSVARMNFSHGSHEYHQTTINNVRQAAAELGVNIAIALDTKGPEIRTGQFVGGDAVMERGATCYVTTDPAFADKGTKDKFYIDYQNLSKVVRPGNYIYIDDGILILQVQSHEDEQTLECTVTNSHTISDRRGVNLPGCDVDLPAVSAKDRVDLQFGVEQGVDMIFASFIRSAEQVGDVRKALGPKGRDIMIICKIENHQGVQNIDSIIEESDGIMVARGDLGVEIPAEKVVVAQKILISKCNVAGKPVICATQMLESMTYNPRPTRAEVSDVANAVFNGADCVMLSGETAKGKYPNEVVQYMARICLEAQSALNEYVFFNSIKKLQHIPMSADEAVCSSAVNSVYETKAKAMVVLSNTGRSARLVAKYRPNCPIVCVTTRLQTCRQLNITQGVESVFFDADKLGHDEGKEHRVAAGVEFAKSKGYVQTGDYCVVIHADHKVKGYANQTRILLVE
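Screened at intermediate enzyme activity to detect both inhibitors and activators: LmPK at 0.1 nM, with a 0.5 nM enzyme column as activation reference. PEP 0.5 mM, ADP 0.1 mM; ATP detected by luminescence after 1 h.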
Starred values were filed as active, the others as inactive; ? = inconclusive; · = no result given; [ ] = dose if it differs, or a comment. Unless noted, the call rests on the fitted dose curve; in most records, active means well fitted curve in the direction sought with a large enough effect; inconclusive means small, poorly fitted or top-dose-only effect, or another doubt; inactive means no such curve, though single readings can be large; an effect the other way counts as inactive or inconclusive. Random draw from the library; 24% or so of the library scored in one or more.

Sample of the layout:
SMILES	Pf growth 96h	Pf growth 48h	TbPYK inhibitor	Shiga inhibitor	HCV inhibitor	Cycloheximide cs	LmPK inhibitor
Cc1ccccc1OCCC(=O)OCC(=O)N(C)c1c(N)n(Cc2ccccc2)c(=O)[nH]c1=O	11%	?	-6%	9	·	0	-4%
O=C(NCCC1CC1(Cl)Cl)Nc1ccccc1 (stereo unspecified)	61%[activator]	-2%	4%	53*	-2%	19	5%

The whole of this part, from the first entry:
SMILES	Pf growth 96h	Pf growth 48h	TbPYK inhibitor	Shiga inhibitor	HCV inhibitor	Cycloheximide cs	LmPK inhibitor
Cc1ccccc1OCCC(=O)OCC(=O)N(C)c1c(N)n(Cc2ccccc2)c(=O)[nH]c1=O	11%	?	-6%	9	·	0	-4%
O=C(NCCC1CC1(Cl)Cl)Nc1ccccc1 (stereo unspecified)	61%[activator]	-2%	4%	53*	-2%	19	5%
NS(=O)(=O)c1ccc(NC(=O)COC(=O)CN2C(=O)C3CC=CCC3C2=O)cc1 (stereo unspecified)	10%	29%	4%	·	21%	·	·
CCc1ccccc1NC(=O)CN1CCN(C(=O)C2CCN(C(=O)/C=C/c3ccccc3)CC2)CC1	-13%	-4%	-1%	·	?	·	·
C[C@]12CC[C@H]3[C@@H](CC=C4C[C@@H](O)CC[C@@]43C)[C@@H]1CC[C@@H]2O	?	-10%	3%	·	·	·	·
Cc1ccc(N(CC(O)CN2CCOCC2)S(=O)(=O)c2ccc3ccccc3c2)cc1 (stereo unspecified)	?	-17%	4%	-23	-10%	-6	5%
CCc1nnc(NC(=O)C(=O)NCCOC(=O)c2ccccc2)s1	·	-18%	-1%	-12	-4%	-2	-27%
c1cc2c(cc1-n1cnnn1)OCO2	51%[activator]	0%	-1%	45	6%	-1	-3%
COc1ccc(NC(=O)N2C3CCCC2CC(NC(=O)C2CC2)C3)cc1 (stereo unspecified)	26%	3%	-1%	12	4%	-7	-4%
COc1ccc(C)cc1NC(=O)C(OC(=O)CNC(=O)c1cccc(F)c1)c1ccccc1 (stereo unspecified)	33%[activator]	2%	5%	-3	?	1	1%
O=C(Cn1cnc2ccccc2c1=O)Nc1nnc(SCc2ccccc2)s1	4%	0%	-14%	-13	4%	-5	3%
Cc1c(C)n(C(=O)CN2CCN(c3ccccc3)CC2)c2ccccc12	?	·	1%	8	-27%	14	9%
CSc1ncccc1C(=O)OCc1ccc(Br)cc1	-15%	-16%	-1%	42*	?	36*	-8%
COc1cccc(C(=O)NC2CCN(C(=O)N3CCCCC3)CC2)c1	1%	?	1%	-18	-4%	-3	4%
CC(=O)N(Cc1ccc(Br)cc1)c1cccc(C)c1C	30%	-12%	1%	-7	-6%	-4	0%
CN(CCc1ccccn1)c1ccc([N+](=O)[O-])cn1	30%	25%	-3%	21	-7%	9	1%
COC(=O)c1ccccc1NC(=O)CNCCc1ccc(OC)c(OC)c1	-7%	0%	-11%	23	2%	5	-4%
NC1=NC[C@H](Cc2ccc(O)cc2)N1CCc1cccc2ccccc12	1µM*	3.3µM*	-12%	-5	-2%	-6	-1%
O=C(NCCO)Nc1ccc2nc(-c3ccco3)c(-c3ccco3)nc2c1	-18%	9%	·	6	·	-5	-9%
CCCN1CNC(=S)N(c2ccc(C)cc2C)C1	?	?	0%	-3	6%	-2	3%
Cc1cc(NC(=O)CSC2=NCCS2)no1	-9%	-2%	-3%	15	-7%	3	-3%
CCCN(CC(=O)Nc1ccc(F)c(F)c1F)C(=O)Cn1c(=O)cnc2ccccc21	17%	1%	-14%	·	?	·	·
COCCCNC(=O)c1ccc(NC(C)=O)cc1	11%	0%	5%	5	3%	2	1%
COc1ccc(C)c2sc(NC(=O)c3cccc(N4C(=O)CCC4=O)c3)nc12	37%[activator]	24%	0%	0	6%	-3	-11%

A section of the results above:
SMILES	Pf growth 96h	Pf growth 48h	TbPYK inhibitor	Shiga inhibitor	HCV inhibitor	Cycloheximide cs	LmPK inhibitor
NC1=NC[C@H](Cc2ccc(O)cc2)N1CCc1cccc2ccccc12	1µM*	3.3µM*	-12%	-5	-2%	-6	-1%
O=C(NCCO)Nc1ccc2nc(-c3ccco3)c(-c3ccco3)nc2c1	-18%	9%	·	6	·	-5	-9%
CCCN1CNC(=S)N(c2ccc(C)cc2C)C1	?	?	0%	-3	6%	-2	3%
Cc1cc(NC(=O)CSC2=NCCS2)no1	-9%	-2%	-3%	15	-7%	3	-3%
CCCN(CC(=O)Nc1ccc(F)c(F)c1F)C(=O)Cn1c(=O)cnc2ccccc21	17%	1%	-14%	·	?	·	·
COCCCNC(=O)c1ccc(NC(C)=O)cc1	11%	0%	5%	5	3%	2	1%
COc1ccc(C)c2sc(NC(=O)c3cccc(N4C(=O)CCC4=O)c3)nc12	37%[activator]	24%	0%	0	6%	-3	-11%

New compounds follow:
SMILES	Pf growth 96h	Pf growth 48h	TbPYK inhibitor	Shiga inhibitor	HCV inhibitor	Cycloheximide cs	LmPK inhibitor
COc1cc(OC)cc(C(=O)NCC(=O)OCC(=O)c2cc(C)n(Cc3ccco3)c2C)c1	19%	-6%	9%	24	-29%	-1	2%
CCOc1ccc(N2CC(C(=O)Nc3ccc(S(=O)(=O)NCC4CCCO4)cc3)CC2=O)cc1 (stereo unspecified)	?	-11%	-1%	-4	9%	-10	-4%
CCOCCCNC(=O)c1ccc2c(=O)n(CCCOCC)c(=S)[nH]c2c1	?	-21%	-1%	-1	-28%	-4	4%
O=C(Nc1cccnc1)c1scc2c1OCCO2	-5%	2%	-1%	4	13%	18	-19%
CCC1(CC)Cc2ccccc2C(=O)N1	22%	5%	-6%	-3	-5%	6	-2%
O=C(CSCc1c(Cl)cccc1Cl)Nc1ccc2c(c1)OCCO2	3.3µM*	49%[activator]	0%	76*	?	59*	1%
Cc1cc(C)nc(Nc2n[nH]c(-c3ccccc3Br)n2)n1	·	33%[activator]	4%	110*	-15%	48*	-13%
CCOC(=O)N1CCC(NC(=O)CSCc2cnn(-c3ccccc3)c2-n2cccc2)CC1	2%	?	-2%	12	?	-1	0%
O=C1/C(=C/c2cccnc2)CC/C1=C\c1cccnc1	?	?	-3%	34	2%	63*	1%[11.5 µM]
CCNC(=O)CC1C(=O)N(c2ccc(C)cc2)C(=O)N1CCc1ccc(OC)c(OC)c1 (stereo unspecified)	17%	-1%	2%	-15	13%	-1	2%
O=S(=O)(c1ccccc1)N(CC(F)(F)F)c1ccc(C(O)(C(F)(F)F)C(F)(F)F)cc1	·	·	2%	-14	·	-5	·
c1ccc(CNC2=NCCCCC2)cc1	-5%	10%	1%	-14	11%	-3	-3%
O=C(NC1CCCCCC1)C(=S)N1CCOCC1	?	7%	-16%	-14	12%	-2	1%
COc1ccc(N2CCN(C(=O)Cc3ccc(-n4c(=O)[nH]c5ccccc5c4=O)cc3)CC2)cc1	?	-16%	-2%	-4	7%	-2	8%
CCOc1ccccc1C(=O)Nc1ccc(NC(=O)c2ccccc2)cc1	13%	22%	-1%	·	-26%	7	0%
COc1cccc2[nH]c3c(=O)n(CCN(C)C)cnc3c12	9%[5.75 µM]	22%	-1%	17	2%	1	-1%
O=C(Cn1c(CN2CCCCC2)nc2ccccc2c1=O)NC1CCCCC1	2%	?	0%	-15	-4%	1	1%
O=C(COC(=O)COc1ccc2ccccc2c1)Nc1cc(C(F)(F)F)ccc1N1CCOCC1	6%	-5%	-1%	-10	1%	-3	5%
Cc1cc(C)c2c(=O)[nH]c(SCC(=O)NCc3ccccc3)nc2n1	-17%	·	-2%	-11	5%	-1	8%
Cc1nc(-c2ccc(NC(=O)C3CC3)cc2)cs1	91%[activator]	95%[activator]	-11%	81*	2%	23*	-7%
CCN(CC)S(=O)(=O)c1cccc2cccnc12	-26%	·	·	-14	0%	-3	7%
COc1cccc(/C=N/NC(=O)c2cccc3ccccc23)c1	?	-17%	5%	8	-25%	13	7%
COc1cc(C)ccc1OCc1cc(C(=O)N(Cc2c(C)nn(C)c2C)C2CC2)no1	40%[activator]	-24%	0%	76*	?	52*	3%
CCOc1ccccc1CNC(=O)Cn1nc(C)c2c(C)n(-c3ccc(C)cc3)nc2c1=O	?	-18%	1%	15	2.8µM*	11	1%

Single records, as listed above:
CC(=O)N(Cc1ccc(Br)cc1)c1cccc(C)c1C across the screens: Pf growth 96h = 30%; Pf growth 48h = -12%; TbPYK inhibitor = 1%; Shiga inhibitor = -7; HCV inhibitor = -6%; Cycloheximide cs = -4; LmPK inhibitor = 0%
O=C1/C(=C/c2cccnc2)CC/C1=C\c1cccnc1 across the screens: Pf growth 96h = ?; Pf growth 48h = ?; TbPYK inhibitor = -3%; Shiga inhibitor = 34; HCV inhibitor = 2%; Cycloheximide cs = 63*; LmPK inhibitor = 1%[11.5 µM]

Later entries:
SMILES	Pf growth 96h	Pf growth 48h	TbPYK inhibitor	Shiga inhibitor	HCV inhibitor	Cycloheximide cs	LmPK inhibitor
OCCNNC(=S)NC1CC2C=CC1C2 (stereo unspecified)	22%	1%	-1%	29	1%	5	9%
O=C(Oc1ccc(Br)cc1C(=S)N1CCOCC1)c1ccc([N+](=O)[O-])cc1[N+](=O)[O-]	?	42%[activator]	-12%	2	5%	1	6%
CCC(C)n1c(O)c(C=NCC2CCCO2)c(=O)[nH]c1=S (stereo unspecified)	21%	8%	4%	6	-3%	1	2%
CCC(C)Sc1nc2c(cnn2-c2ccc(C)c(C)c2)c(=O)[nH]1 (stereo unspecified)	18%	8%	0%	2	-3%	-2	-2%
CC(=O)Nc1ccc(NC2(C)C(=O)c3ccccc3C2=O)cc1	15%	7%	-1%	-20	-2%	1	-2%
O=C(c1ccco1)N1CCN(C(=S)Nc2ccc(F)c(Cl)c2)CC1	-4%	2%	-12%	-9	2%	-7	-3%
Cc1cccc(NC(=O)CSc2cccc3cccnc23)c1C	?	2%	-8%	·	-9%	-3	-1%
CCn1c(=NC(=O)CSC(C)=O)sc2cc(F)ccc21	?	?	3%	6	?	15	0%
O=C(O)c1ccccc1-n1cccc1C(=O)O	2%	13%	-2%	-3	26%	-1	9%
O=C(/C=C/c1ccccc1)OCc1ccccc1	22%	15%	6%	·	·	·	·
Cc1ccc(CNC(=O)c2ccc(N(C)S(=O)(=O)c3ccccc3)cc2)cc1	?	?	-2%	-7	?	-5	5%
